Source: PubChem (several laboratories)
TNF necrop inh – inhibitors of TNF-alpha triggered necroptosis, primary screen, cell-based, Jurkat FADD-/-, single concentration; hit rate 0.068% among 220,000; activation (protection from cell death), % at 10 µM; Jurkat FADD-/- TNF necroptosis rescue, ATP luminescence, 24 h; 0 = TNF only, 100 = no-TNF cells; AID 463075, 2010;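 active means activation, meaning protection from cell death, of at least 50% relative to plate controls; inactive means activation below 50%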;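 further: necroptosis triggered by 40 ng/mL TNF-alpha added together with compound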
CHOP inh – inhibitors of CHOP promoter induction, primary screen, cell-based, unfolded protein response, luciferase reporter. CHO-K1 CHOP-promoter luciferase, tunicamycin-induced, 15-18 h. inhibition, % at 10 µM. hit rate 3.8% among 220,000. AID 2732, 2010;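 active means compounds that reduced the stress-induced luciferase reporter signal by more than about 70% of percent inhibition, limit read from the data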;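 further: 0% = tunicamycin plus vehicle and 100% = wells without tunicamycin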
EBV gp42 block – Epstein-Barr virus gp42 inhibitors, primary screen, biochemical, uHTS, fluorescence polarization; inhibition, % (tested at 21.74 µM); hit rate 0.42% among 220,000; Fluorescence polarization binding assay, mP read-out; Glycoprotein 42 (Epstein-Barr virus (strain AG876)), Q1HVG2; AID 1085, 2008; in the data active means inhibition above about 50%
TRPML3 agonist – human TRPML3 channel agonists, primary screen, cell-based, HEK293 TRPML3-YFP, Fluo-8 calcium fluorescence, 3 µM | activation, % at 3 µM | Mucolipin-3 (Homo sapiens), Q8TDD5 | 100% = the carbachol control signal | AID 1448, 2008 | hit rate 0.29% among 220,000;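 active means activation above its plate's cutoff, the mean activation of the plate's test wells plus 3 SD, cut at about 12% in these data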;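 further: 0% = DMSO only wells and 100% = carbachol wells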
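Test system: HEK293 cells stably carrying human TRPML3-YFP; Doses: single dose, 3 µM final nominal compound, 0.3% DMSO final; Schedule: dye loading 1 h 37 °C then 30 min ambient, 125 s read; Technique: Fluo-8 calcium fluorescence; Benchmarks: high control carbachol 87 µM, low control DMSO.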
Runt-SMMHC FRET – inhibitors of RUNX1 Runt–CBFb-SMMHC binding, primary screen, biochemical, FRET, Cerulean-Runt, Venus-CBFb-SMMHC, uHTS; Cerulean-Runt/Venus-CBFb-SMMHC FRET ratio 530/480, 1 h; inhibition, % at 20 µM; hit rate 0.74% among 220,000; AID 1434, 2008;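 active means mean inhibition across duplicate retests at 20 µM reaching about 50%, limit read from the data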;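 further: 0% = DMSO wells and 100% = wells with excess untagged CBFb-SMMHC; inhibitors lower the FRET ratio by blocking Runt binding to CBFb-SMMHC; some results filed as inactive read as strong as hits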
Target sequence (Q01196 whole entry, looked up): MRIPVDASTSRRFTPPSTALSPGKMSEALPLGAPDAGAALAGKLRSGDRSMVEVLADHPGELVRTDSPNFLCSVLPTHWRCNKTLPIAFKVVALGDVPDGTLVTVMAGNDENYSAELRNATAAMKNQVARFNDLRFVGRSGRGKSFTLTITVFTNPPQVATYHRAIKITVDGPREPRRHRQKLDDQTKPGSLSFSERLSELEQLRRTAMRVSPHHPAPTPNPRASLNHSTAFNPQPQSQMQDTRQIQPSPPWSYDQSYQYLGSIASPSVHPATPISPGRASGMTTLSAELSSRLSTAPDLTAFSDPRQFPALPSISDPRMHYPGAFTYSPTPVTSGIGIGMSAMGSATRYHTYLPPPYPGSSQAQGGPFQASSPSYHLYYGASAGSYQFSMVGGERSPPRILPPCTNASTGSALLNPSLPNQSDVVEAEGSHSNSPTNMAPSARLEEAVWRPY
Target sequence (Q13951 whole entry, looked up): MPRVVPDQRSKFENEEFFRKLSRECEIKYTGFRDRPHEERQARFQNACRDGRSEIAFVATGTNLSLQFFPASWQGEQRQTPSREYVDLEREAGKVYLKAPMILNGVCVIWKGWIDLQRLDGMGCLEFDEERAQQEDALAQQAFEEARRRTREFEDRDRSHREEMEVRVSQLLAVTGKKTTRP
PPC-1+TRAIL kill – compounds killing PPC-1 cancer cells with TRAIL present, primary screen, TRAIL potentiator project, ATPLite luminescence, uHTS. PPC-1 cells + TRAIL, ATPLite viability luminescence. cell killing (% activity), % at 4 µM. hit rate 0.41% among 220,000;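 active means cell killing above 50% in the first pass at 4 µM, then a duplicate retest at 5 µM averaging 50% or more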;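 further: plate controls were cells with TRAIL plus DMSO for no effect and medium-only wells lacking cells for full effect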
TRPN1 ag – zebrafish TRPN1 channel agonists, primary screen, cell-based, HEK293, calcium fluorescence. transient receptor potential cation channel N1 (TRPN1/NompC), Danio rerio. HEK293 zebrafish TRPN1-YFP, Fluo-8 calcium fluorescence; 100% = response to 87 µM carbachol. activation, % at 3 µM. hit rate 0.18% among 220,000;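 active means activation above its plate's cutoff, the mean activation of test wells on that plate plus 3 SD, cut at about 19% in these data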;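 further: 0% = DMSO alone and 100% = 87 µM carbachol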
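System: zebrafish TRPN1-YFP in HEK293 cells / Dosing: 3 µM single point / Timing: dye loading 1 h at 37 °C, then 30 min room temperature / Signal: Fluo-8 calcium fluorescence, excitation 470-495 nm, emission 515-575 nm / Read-out basis: percent activation from peak over basal fluorescence ratio, control-normalized / Control set: high carbachol 87 µM, low DMSO alone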
MDM2 E3 inh – MDM2-luciferase reporter signal enhancers, primary screen, MDM2 E3 ligase inhibitor project, cell-based, luminescence, 1536-well | E3 ubiquitin-protein ligase Mdm2 (Homo sapiens), Q00987 | cell-based MDM2 ubiquitination luciferase reporter, 2 h; 0 = plate control, 100 = twice control, blank-subtracted | signal enhancement, % at 5 µM | hit rate 0.11% among 210,000 | AID 1230, 2008;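 active means signal enhancement of 30% or more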;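 further: luminescence tracks abundance of the self-degrading MDM2-luciferase fusion protein; higher signal means inhibition of MDM2 E3 ligase activity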
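Assay system: stable mammalian line carrying autodegrading MDM2–luciferase fusion reporter; amount: 2000 cells seeded into each well; buffer or medium: DMEM; benchmarks: plate control and blank wells; signal: luciferase luminescence; timing: 2 h compound exposure at 37 °C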
p47phox inh – p47phox/p22phox peptide binding inhibitors, primary screen, biochemical, uHTS, NADPH oxidase regulatory subunit; Neutrophil cytosol factor 1 (Homo sapiens), P14598; fluorescence polarization, 2 h; inhibition, % at 24.7 µM; hit rate 0.53% among 220,000;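 active means inhibition above about 30%, limit read from the data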;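 further: 0% = p47phox with labelled peptide and 100% = labelled peptide alone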
Target sequence (P14598 whole entry, looked up): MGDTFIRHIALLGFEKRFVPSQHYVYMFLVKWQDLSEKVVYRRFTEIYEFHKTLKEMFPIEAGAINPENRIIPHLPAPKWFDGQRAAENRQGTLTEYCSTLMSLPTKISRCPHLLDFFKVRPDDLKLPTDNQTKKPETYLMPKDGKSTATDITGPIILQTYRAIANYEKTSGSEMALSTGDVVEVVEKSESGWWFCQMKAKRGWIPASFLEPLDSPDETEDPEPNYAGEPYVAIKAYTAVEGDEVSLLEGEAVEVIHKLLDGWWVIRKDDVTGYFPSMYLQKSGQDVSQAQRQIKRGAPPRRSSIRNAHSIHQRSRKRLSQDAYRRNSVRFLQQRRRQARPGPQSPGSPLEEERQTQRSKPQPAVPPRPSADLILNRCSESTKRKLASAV
* = called active by the depositor; nt = not tested or not shown.

1. O=c1c2ccccc2ncn1Cc1ccc(Cl)cc1
2. Cc1ccc(O)c(C(=O)c2cnc3onc(-c4ccc(F)cc4)c3c2)c1
3. CC1(C)C=C(c2ccc(C(=O)O)s2)CC(C)(C)N1
4. COc1cc(CCC(O)CC(=O)CCc2ccccc2)ccc1O (centres undefined)
5. CCCc1c(C)nn(C(=O)/C(C#N)=N/Nc2ccccc2[N+](=O)[O-])c1C
Compound	1	2	3	4	5
TNF necrop inh	14	4.9	0.4	1.0	0.4
CHOP inh	13	27	11	1	-20
EBV gp42 block	-12	-10	-14	-9	-7
TRPML3 agonist	0.2	0.5	1.2	-0.6	2.6
Runt-SMMHC FRET	0	3	-6	0	-4
PPC-1+TRAIL kill	1	36	-3	0	9
TRPN1 ag	0.3	3.5	0.9	-0.4	1.7
MDM2 E3 inh	-6	-18	-3	-8	-6
p47phox inh	-6	-51	-2	-6	3

6. O=C1C=C(NCc2ccccc2)C2(CCCCC2)O1
7. CC1=NN(c2ccccc2)C(=O)C1(C)[N+](=O)[O-] (centres undefined)
8. Cc1cccc(NC(=O)CSc2nnc(-c3cnccn3)n2Cc2ccco2)c1
9. Cc1nn(-c2ccccc2)c(Cl)c1C1C(C#N)=C(N)OC2=C1C(=O)CC(C)(C)C2 (centres undefined)
10. CC1=NN(C(=O)c2csc(C)c2)C(O)(C(F)(F)F)C1 (centres undefined)
Compound	6	7	8	9	10
TNF necrop inh	0.9	0.9	-0.6	-6.6	-1.4
CHOP inh	41	36	21	-4	-14
EBV gp42 block	-7	-15	-4	6	2
TRPML3 agonist	-1.1	0.9	-1.2	-0.4	0.6
Runt-SMMHC FRET	-1	2	4	2	0
PPC-1+TRAIL kill	2	-6	0	11	21
TRPN1 ag	0.0	1.2	-2.0	1.5	0.1
MDM2 E3 inh	1	-2	5	-2	-4
p47phox inh	-12	-6	-13	-11	4

11. O=C(c1ccc(S(=O)(=O)NCc2ccco2)cc1)N1CCN(Cc2ccccc2)CC1
12. CCc1ccc(C(=O)NCc2cnn(C)c2)s1
13. Cc1ccc2[nH]c3c(=O)n(N)c(=O)[nH]c3c2c1
14. O=c1c2[nH]c3ccccc3c2nc2n1CCCS2
15. Cc1nc(NC(=O)Nc2ccc(Cl)cc2)sc1C
Compound	11	12	13	14	15
TNF necrop inh	-1.6	-0.9	0.5	-2.2	2.6
CHOP inh	-12	0	5	18	-30
EBV gp42 block	-6	-13	-8	7	-7
TRPML3 agonist	4.0	0.5	0.6	-0.4	1.0
Runt-SMMHC FRET	-2	-5	-1	1	8
PPC-1+TRAIL kill	5	12	12	18	9
TRPN1 ag	6.5	-0.1	1.6	-1.6	2.4
MDM2 E3 inh	-8	-6	-8	-12	-12
p47phox inh	-11	4	-5	-2	-9

Ordered by length of the SMILES (descending): three of the compounds above.
11. O=C(c1ccc(S(=O)(=O)NCc2ccco2)cc1)N1CCN(Cc2ccccc2)CC1
10. CC1=NN(C(=O)c2csc(C)c2)C(O)(C(F)(F)F)C1 (centres undefined)
15. Cc1nc(NC(=O)Nc2ccc(Cl)cc2)sc1C
Compound	11	10	15
TNF necrop inh	-1.6	-1.4	2.6
CHOP inh	-12	-14	-30
EBV gp42 block	-6	2	-7
TRPML3 agonist	4.0	0.6	1.0
Runt-SMMHC FRET	-2	0	8
PPC-1+TRAIL kill	5	21	9
TRPN1 ag	6.5	0.1	2.4
MDM2 E3 inh	-8	-4	-12
p47phox inh	-11	4	-9

Next structures follow:
16. COc1ccc(N(CC(=O)NCc2cccnc2)S(=O)(=O)c2ccc(C)c([N+](=O)[O-])c2)cc1
17. Cc1ccc(C)c(NC(NC(=O)c2ccccn2)C(Cl)(Cl)Cl)c1 (centres undefined)
18. CC(/C=N/NC(=O)CSc1nc(C)cc(C)n1)=C\c1ccccc1
19. CCCOc1cccc(C(=O)NC(=S)Nc2ccccc2)c1
20. O=C1NC(c2ccco2)Nc2sc3c(c21)CCN(Cc1ccccc1)C3 (centres undefined)
Compound	16	17	18	19	20
TNF necrop inh	0.6	2.2	0.7	0.3	-0.1
CHOP inh	11	25	37	23	19
EBV gp42 block	-16	-29	-12	-12	6
TRPML3 agonist	-0.4	-0.3	0.2	0.8	1.6
Runt-SMMHC FRET	3	3	-5	3	59*
PPC-1+TRAIL kill	27	-12	6	7	-15
TRPN1 ag	-0.4	-0.9	-0.1	-0.9	3.5
MDM2 E3 inh	-9	4	-10	-7	-23
p47phox inh	-14	0	3	-10	-47

21. COCCNc1c([N+](=O)[O-])c(=O)n(-c2ccccc2)c2ccccc12
22. O=C(O)c1ccc(CSc2nnc(-c3ccncc3)n2-c2ccc(Cl)cc2)cc1
23. COc1ccc(NS(=O)(=O)c2ccc3c(c2)Cc2ccccc2-3)cn1
24. CCCC(C)NC(=O)CSc1nc2ccc(C)cc2[nH]1 (centres undefined)
25. COc1ccc(/C=N/NC(=O)c2ccc(Cn3cc([N+](=O)[O-])cn3)o2)cc1O
Compound	21	22	23	24	25
TNF necrop inh	1.3	-0.5	-3.4	2.2	-0.7
CHOP inh	26	0	95*	-1	-25
EBV gp42 block	-7	-16	1	-7	-14
TRPML3 agonist	0.3	0.8	0.9	0.1	0.4
Runt-SMMHC FRET	4	2	-2	0	1
PPC-1+TRAIL kill	4	-13	11	2	17
TRPN1 ag	-0.6	2.0	1.5	-1.3	0.4
MDM2 E3 inh	13	-10	-17	3	-8
p47phox inh	-7	-3	-29	-11	-14

26. O=C(Cc1ccc(S(=O)(=O)N2CCCC2)s1)N1CCN(c2ccc(F)cc2)CC1
27. O=c1c2ccccc2nc2n1CCCCC2
28. CC(=O)Nc1ccc(Nc2c3c4c(cccc4n(C)c2=O)C(=O)c2ccccc2-3)cc1
29. COc1cccc(-n2nnnc2SCC(=O)Nc2cccc(C)n2)c1
30. COc1ccccc1CNCc1cc(OC)c(OC)cc1OC
Compound	26	27	28	29	30
TNF necrop inh	-0.8	0.5	-2.0	-2.8	3.1
CHOP inh	-4	-21	32	41	-4
EBV gp42 block	2	-26	141*	-13	-10
TRPML3 agonist	1.9	1.0	0.3	0.6	0.2
Runt-SMMHC FRET	-1	-2	-53	3	-3
PPC-1+TRAIL kill	31	5	11	11	-5
TRPN1 ag	1.0	0.2	0.6	-0.1	1.4
MDM2 E3 inh	-9	-14	9	8	-12
p47phox inh	-11	-13	-26	-12	0

31. Cn1c(=O)[nH]c(=O)c2c1nc(N1CCCCC1)n2C/C=N/Nc1ccc(C(=O)O)cc1
32. CN(C)S(=O)(=O)c1cccc(N=C2SCCN2Cc2ccccc2)c1
33. Cc1c(C(C)C)c(=O)n(-c2ccc(S(=O)(=O)N3CCOCC3)cc2)n1C
34. CC(Cl)C(=O)c1c(N)n(C)c(=O)n(C)c1=O (centres undefined)
35. O=C(COc1cc(Cl)c(Cl)cc1Cl)Nc1cccc(O)c1
Compound	31	32	33	34	35
TNF necrop inh	-0.9	-2.0	1.3	-3.6	-2.3
CHOP inh	-20	40	-8	7	79*
EBV gp42 block	0	-12	-11	-9	-15
TRPML3 agonist	0.9	2.3	1.0	1.1	0.3
Runt-SMMHC FRET	0	-4	5	-1	-2
PPC-1+TRAIL kill	19	-8	10	10	15
TRPN1 ag	2.9	6.1	2.9	1.0	-0.6
MDM2 E3 inh	-14	nt	9	nt	nt
p47phox inh	-4	-11	-5	-7	-11

36. COc1ccc(C(CNC(=O)COc2ccccc2OC)N(C)C)cc1OC (centres undefined)
37. Cn1nc(-c2ccccc2)c(C(=O)Nc2ccc(C(F)(F)F)cc2)c1Cl
38. COCCCN1C(=O)C(=O)/C(=C(/O)c2ccc(OC(C)C)cc2)C1c1cccnc1 (centres undefined)
39. CC(NS(=O)(=O)c1ccc(Br)cc1)C(=O)NCc1ccc2c(c1)OCO2 (centres undefined)
40. COc1ccc(-c2nnc(SCC(=O)Nc3ccc(C)cc3)n2C)cc1
Compound	36	37	38	39	40
TNF necrop inh	-1.4	-0.8	-2.8	2.3	-1.5
CHOP inh	-3	-17	-11	2	28
EBV gp42 block	-20	-4	-12	1	-12
TRPML3 agonist	0.6	0.2	-0.5	0.1	0.7
Runt-SMMHC FRET	-1	3	-5	-1	5
PPC-1+TRAIL kill	14	2	4	-2	6
TRPN1 ag	1.0	0.3	-0.6	-1.1	-0.7
MDM2 E3 inh	-11	8	-19	-15	-7
p47phox inh	0	-6	11	-5	-9

41. COc1cc(-c2nnc(SCC(=O)Nc3cc(C)on3)n2C)cc(OC)c1O
42. Cc1ccc(C(=O)COC(=O)CNC(=O)c2ccc(N3C(=O)c4ccccc4C3=O)cc2)cc1C
43. COc1ccc(C2(c3ccc(O)cc3O)CC(c3ccccc3Cl)NC(=S)N2)cc1 (centres undefined)
44. O=C(O)c1ccoc1CN1CCCCC1
45. CC1CCN(c2ccc(C(=O)O)cc2)CC1
Compound	41	42	43	44	45
TNF necrop inh	-1.6	0.8	-2.5	-1.5	-2.1
CHOP inh	-12	6	-12	-1	33
EBV gp42 block	-15	-1	6	-4	-10
TRPML3 agonist	0.2	0.8	0.1	0.6	0.5
Runt-SMMHC FRET	2	-6	-1	-2	-2
PPC-1+TRAIL kill	10	-1	12	18	14
TRPN1 ag	-0.3	1.0	1.2	0.6	1.3
MDM2 E3 inh	-1	-3	-7	0	4
p47phox inh	-14	0	-10	1	-3
